Large T inhibition – SV40 large T antigen inhibitors, biochemical (AID 1903); SV40 large T antigen ATPase/helicase inhibition assay; higher % means a stronger effect; one-dose inhibition, % at 20 µM; IC50 in µM for titrated hits; 310,000 compounds, 0.39% hits; in the data active = a potency from the dose series; inconclusive = inhibition mostly from about 32% at the one dose, without a potency; inactive = the rest, 99 in 100 with inhibition below about 32%; also: strong numbers were not always called active
NTR1 agonist – agonists of NTR1, primary screen, imaging, U2OS cells, beta-arrestin-GFP, high content (AID 493036); Neurotensin receptor type 1 (Homo sapiens), P30989; NTR1-U2OS beta-arrestin-GFP spot imaging, agonist mode; activation, % at 20 µM; 330,000 compounds, 0.17% hits;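 active = activation at or above 40% of the spot to cytoplasm intensity ratio, with at least 20 cells analyzed; inconclusive = wells under 20 cells, flagged as cytotoxic or low count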;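 also: 0% = DMSO without peptide and 100% = 100 nM NTR1 peptide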
Target sequence (P30989 whole entry, looked up): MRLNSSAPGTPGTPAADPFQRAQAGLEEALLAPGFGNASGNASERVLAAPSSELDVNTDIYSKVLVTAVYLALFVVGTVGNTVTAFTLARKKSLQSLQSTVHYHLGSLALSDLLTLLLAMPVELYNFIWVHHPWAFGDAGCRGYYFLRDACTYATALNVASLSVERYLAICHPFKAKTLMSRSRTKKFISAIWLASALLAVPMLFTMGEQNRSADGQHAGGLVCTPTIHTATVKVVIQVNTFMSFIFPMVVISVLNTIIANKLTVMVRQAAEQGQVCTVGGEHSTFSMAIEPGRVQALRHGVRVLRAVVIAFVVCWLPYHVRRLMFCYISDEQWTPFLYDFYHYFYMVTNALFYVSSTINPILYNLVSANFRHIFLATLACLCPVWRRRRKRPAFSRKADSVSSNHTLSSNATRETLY
GPR35 antagonists – GPR35 antagonists blocking zaprinast-driven arrestin recruitment, primary screen, imaging, U2OS, beta-arrestin-GFP, zaprinast agonist (AID 2058); 290,000 compounds, 0.052% hits; U2OS GPR35 beta-arrestin-GFP translocation imaging, zaprinast antagonism; higher % means a stronger effect; inhibition, % at 10 µM, or IC50 in µM where a hit was titrated;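 active = inhibition of at least 50% with at least 30 cells and total cytoplasm GFP at most 10,000,000; inconclusive = under 30 cells or total GFP of 10,000,000 plus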
AID2073 – inhibitors of Mint1-CaV2.2 protein interaction, biochemical, HTRF (AID 2073); inhibition, % at 20 µM, or IC50 in µM where a hit was titrated; 290,000 compounds, 0.19% hits; HTRF protein-protein interaction, Mint1-CaV2.2; higher % means a stronger effect; in the data active = inhibition mostly above about 51%, no sharp cut-off; inconclusive = no clear call, values can overlap the other calls; inactive = mostly below about 53%; also: some results filed as inactive read as strong as hits
GPR55 beta-arrestin – GPR55 agonists via beta-arrestin recruitment, primary screen, imaging, U2OS cells, beta-arrestin-GFP redistribution (AID 1961) | G-protein coupled receptor 55 (Homo sapiens) | 290,000 compounds, 0.048% hits | one-dose activation, % at 10 µM; EC50 in µM for titrated hits | U2OS GPR55 beta-arrestin-GFP redistribution imaging; higher % means a stronger effect;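 active = activation above 40% with more than 50 cells counted in the well; inconclusive = wells holding fewer than 50 cells, flagged as toxic or sparse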;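 also: U2OS osteosarcoma cells stably expressing GPR55 and beta-arrestin-GFP; plate controls were DMSO negative control for no effect and LPI positive control for full effect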
GPR55 LPI antagonism – GPR55 antagonists blocking LPI-driven arrestin recruitment, primary screen, imaging, U2OS, beta-arrestin-GFP, LPI agonist (AID 2013); U2OS GPR55 beta-arrestin-GFP translocation imaging, LPI antagonism; higher % means a stronger effect; inhibition, % at 10 µM, or IC50 in µM where a hit was titrated; 290,000 compounds, 0.13% hits;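 active = spots per cell inhibited over 60%, with over 100 cells counted and total cytoplasm intensity under 500,000; inconclusive = wells with under 100 cells, flagged as likely toxic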;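 also: U2OS cells stably carrying GPR55 and arrestin-GFP stimulated by 5 µM LPI near EC80; imaged beta-arrestin-GFP aggregate spots per cell after agonist stimulation; plate controls were LPI-stimulated DMSO wells for no effect and DMSO wells without LPI for full effect; some results filed as inactive read as strong as hits; confirmed hits need IC50 under 10 µM and bright autofluorescent wells are also inconclusive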
MgcRacGAP inhibition – MgcRacGAP GTPase-activating activity inhibitors, confirmation, biochemical, ADP Hunter fluorescence | 340,000 compounds, 0.6% hits | MgcRacGAP-stimulated Rac1 GTP hydrolysis, ADP Hunter fluorescence; higher % means a stronger effect; GST-tagged Rac1 F28L mutant substrate | inhibition, % at 30 µM; hits with a dose series show IC50 in µM | Rac GTPase-activating protein 1 (Homo sapiens);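 active = first-screen hits whose inhibition reached a set limit at any dose in the follow-up dose series; inconclusive = inhibition above the set first-screen limit but never retested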;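 also: fluorescence reports GDP produced by GAP-driven GTP hydrolysis; strong numbers were not always called active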
Yfh1-depleted yeast – enhancers of respiration in Yfh1-depleted yeast, dose response, Friedreich's ataxia, plus single-dose screen (AID 1465) | S. cerevisiae Yfh1-off respiration, WST-1 reduction, 72 h; higher fold induction means a stronger effect | fold induction at 50 µM; hits with a dose series show EC50 in µM | 220,000 compounds, 0.074% hits;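 active = fold induction of absorbance versus untreated yeast above a set limit, then at least 30% activation at any dose in follow-up; inconclusive = repeats straddling the limit, or above it without dose testing; inactive = fold induction below the set limit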;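 also: activators that raise dye reduction in frataxin-depleted yeast; strong numbers were not always called active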
NS5 inhibitors – Dengue-2 NS5 methyltransferase inhibitors, primary screen, biochemical, confirmation dose response (AID 588689); Dengue-2 NS5 methyltransferase capping enzyme assay, biochemical; higher % means a stronger effect; 340,000 compounds, 0.3% hits; Genome polyprotein (Dengue virus type 2 (strain 16681-PDK53)); inhibition, % at 25 µM, or IC50 in µM where a hit was titrated; in the data active = a potency from the dose series; inconclusive = inhibition above about 29% without an active follow-up result
NTR1 agonist cell count 20 µM – also measured in NTR1 agonist; calls as there; cell count; measured here: cell count, cytotoxicity flag
NS5 inhibitors pilot replicate – second read-out of NS5 inhibitors, no call of its own (marks repeat the call); inhibition, %; measured here: pilot screen replicate inhibition
The depositor's hits bear a star.

For Cn1nnnc1SC(C(=O)Nc1cccc(C(F)(F)F)c1)c1ccccc1 (stereo unspecified) the results were Large T inhibition 5%, NTR1 agonist 4.6, GPR35 antagonists 8%, AID2073 16%, GPR55 beta-arrestin -0.1%, GPR55 LPI antagonism 6%, MgcRacGAP inhibition 6%, Yfh1-depleted yeast inactive, NS5 inhibitors -5% and NTR1 agonist cell count 20 µM 47.
O=C(O)CCc1nn2c3ccccc3nc2n(-c2ccccc2)c1=O was read as Large T inhibition 8%, NTR1 agonist 0.5, GPR35 antagonists -4%, AID2073 -3%, GPR55 beta-arrestin -0.1%, GPR55 LPI antagonism 4%, MgcRacGAP inhibition 10%, Yfh1-depleted yeast inactive, NS5 inhibitors 3% and NTR1 agonist cell count 20 µM 43.
Cc1cc(SCC(=O)c2ccccc2)nc(SCC(=O)c2ccccc2)n1 was read as Large T inhibition -3%, NTR1 agonist 2.6, GPR35 antagonists 2%, AID2073 -7%, GPR55 beta-arrestin -0.1%, GPR55 LPI antagonism 4%, MgcRacGAP inhibition 6%, Yfh1-depleted yeast inactive, NS5 inhibitors -1% and NTR1 agonist cell count 20 µM 76.
Screening COc1ccc(OC)c(NC(=O)CSc2ccc3ccccc3c2)c1 returned Large T inhibition -2%, NTR1 agonist 6.8, GPR35 antagonists 0%, AID2073 6%, GPR55 beta-arrestin 0.2%, GPR55 LPI antagonism 7%, MgcRacGAP inhibition 6%, Yfh1-depleted yeast inactive, NS5 inhibitors -4% and NTR1 agonist cell count 20 µM 48.
CCOC(=O)C(NC(C)=O)(Nc1ccc(S(=O)(=O)Nc2ncccn2)cc1)C(F)(F)F (stereo unspecified) was read as Large T inhibition 6%, NTR1 agonist 1.6, GPR35 antagonists -22%, AID2073 -7%, GPR55 beta-arrestin -0.5%, GPR55 LPI antagonism 13%, MgcRacGAP inhibition 12%, Yfh1-depleted yeast inactive, NS5 inhibitors -4% and NTR1 agonist cell count 20 µM 57.
`C/C=C(\CS(=O)(=O)c1ccccc1)S(=O)(=O)c1ccccc1` gave Large T inhibition 20%, NTR1 agonist -0.8, GPR35 antagonists 7%, AID2073 5%, GPR55 beta-arrestin 0.0%, GPR55 LPI antagonism -16%, MgcRacGAP inhibition 3%, Yfh1-depleted yeast inactive, NS5 inhibitors -6% and NTR1 agonist cell count 20 µM 82.
`Cc1ccc(CC2S/C(=C(/C#N)C(=O)N3CCOCC3)N(c3ccccc3)C2=O)cc1` (stereo unspecified) gave Large T inhibition 9%, NTR1 agonist -0.1, GPR35 antagonists 12%, AID2073 -8%, GPR55 beta-arrestin 0.5%, GPR55 LPI antagonism -4%, MgcRacGAP inhibition -6%, Yfh1-depleted yeast inactive and NTR1 agonist cell count 20 µM 101.
`Cc1ccc(NC(=O)NCCCN2CCCC2=O)cc1` gave Large T inhibition -1%, NTR1 agonist 0.9, GPR35 antagonists -7%, AID2073 -4%, GPR55 beta-arrestin 0.2%, GPR55 LPI antagonism 11%, MgcRacGAP inhibition 9%, Yfh1-depleted yeast inactive, NS5 inhibitors -2% and NTR1 agonist cell count 20 µM 77.
`COc1ccc(NC2CC(=O)N(C(C)C)C2=O)cc1` (stereo unspecified) gave Large T inhibition 25%, NTR1 agonist -1.0, GPR35 antagonists -13%, AID2073 -3%, GPR55 beta-arrestin -0.2%, GPR55 LPI antagonism 2%, MgcRacGAP inhibition 25%, Yfh1-depleted yeast inactive, NS5 inhibitors 4% and NTR1 agonist cell count 20 µM 56.
`CC(=O)Nc1nnc(SCc2cccc(F)c2)s1` gave Large T inhibition 48%, NTR1 agonist 0.1, GPR35 antagonists -12%, AID2073 -4%, GPR55 beta-arrestin -0.1%, GPR55 LPI antagonism 13%, MgcRacGAP inhibition -7%, NS5 inhibitors -2% and NTR1 agonist cell count 20 µM 51.
`CC1CCC2(CC1)Nc1ccccc1C(=O)N2c1ccccc1` (stereo unspecified) gave Large T inhibition 14%, NTR1 agonist 1.6, GPR35 antagonists 11%, AID2073 7%, GPR55 beta-arrestin -0.1%, GPR55 LPI antagonism 5%, MgcRacGAP inhibition 1%, Yfh1-depleted yeast inactive, NS5 inhibitors 2% and NTR1 agonist cell count 20 µM 66.
Screening O=C(NC(=S)Nc1ccc(Br)cn1)c1cccs1 returned Large T inhibition 11%, NTR1 agonist 4.4, GPR35 antagonists -7%, AID2073 inconclusive, GPR55 beta-arrestin -0.2%, GPR55 LPI antagonism -5%, MgcRacGAP inhibition 5%, Yfh1-depleted yeast inactive, NS5 inhibitors -1% and NTR1 agonist cell count 20 µM 79.
For CCc1cccc(CC)c1NC(=O)Cn1c(-c2ccc(F)cc2)noc1=O the results were Large T inhibition 7%, NTR1 agonist 1.9, GPR35 antagonists 11%, AID2073 3%, GPR55 beta-arrestin 0.3%, GPR55 LPI antagonism 1%, MgcRacGAP inhibition 5%, Yfh1-depleted yeast inactive, NS5 inhibitors 0% and NTR1 agonist cell count 20 µM 37.
For O=C(Nc1ccccc1)/C(=C\c1ccco1)NC(=O)c1ccco1 the results were Large T inhibition 7%, NTR1 agonist 1.2, GPR35 antagonists 14%, AID2073 -4%, GPR55 beta-arrestin -0.1%, GPR55 LPI antagonism 10%, MgcRacGAP inhibition 11%, NS5 inhibitors -19% and NTR1 agonist cell count 20 µM 48.
COCCN=C1Sc2nc3cc(C)c(C)cc3cc2CN1Cc1cccs1 was read as Large T inhibition 19%, NTR1 agonist 6.2, GPR35 antagonists -10%, AID2073 18%, GPR55 beta-arrestin -0.1%, GPR55 LPI antagonism 2%, MgcRacGAP inhibition 4%, Yfh1-depleted yeast inactive, NS5 inhibitors 2% and NTR1 agonist cell count 20 µM 51.
For Oc1ccc(-c2nc3ccccn3c2NCc2ccc3c(c2)OCO3)cc1 the results were Large T inhibition inconclusive, NTR1 agonist 2.9, GPR35 antagonists 10%, AID2073 7%, GPR55 beta-arrestin -0.1%, GPR55 LPI antagonism -1%, MgcRacGAP inhibition 25%, Yfh1-depleted yeast inactive, NS5 inhibitors 0% and NTR1 agonist cell count 20 µM 52.
`CCOCCCNC(=S)N(Cc1ccco1)Cc1cc2cc3c(cc2[nH]c1=O)OCCO3` gave Large T inhibition 2%, NTR1 agonist 0.7, GPR35 antagonists -5%, AID2073 12%, GPR55 beta-arrestin 0.3%, GPR55 LPI antagonism 1%, MgcRacGAP inhibition 5%, Yfh1-depleted yeast inactive and NTR1 agonist cell count 20 µM 21.
Screening O=C1SC(SCc2ccccc2)=N/C1=C\c1ccc(C(=O)O)cc1 returned Large T inhibition 28%, NTR1 agonist -0.1, GPR35 antagonists 17%, AID2073 0%, GPR55 beta-arrestin 0.2%, GPR55 LPI antagonism -1%, MgcRacGAP inhibition 6%, Yfh1-depleted yeast inactive, NS5 inhibitors -2% and NTR1 agonist cell count 20 µM 50.
For O=C1C=CC(=O)N1CCCCCCN1C(=O)C=CC1=O the results were Large T inhibition inconclusive, GPR35 antagonists 6.2µM*, AID2073 37%, GPR55 beta-arrestin 0.3%, GPR55 LPI antagonism 9.8µM* and Yfh1-depleted yeast inactive.
For N#Cc1ccsc1NC(=O)CN(Cc1ccccc1)Cc1ccccc1 the results were Large T inhibition -9%, NTR1 agonist 4.5, GPR35 antagonists 0%, AID2073 0%, GPR55 beta-arrestin -0.2%, GPR55 LPI antagonism 0%, MgcRacGAP inhibition 6%, Yfh1-depleted yeast inactive, NS5 inhibitors 1% and NTR1 agonist cell count 20 µM 60.
For CC(C)[C@H]1COC(NC2=N[C@@H](C(C)C)CO2)=N1 the results were Large T inhibition 12%, NTR1 agonist -2.5, GPR35 antagonists 8%, AID2073 5%, GPR55 beta-arrestin -0.1%, GPR55 LPI antagonism -14%, MgcRacGAP inhibition 7%, NS5 inhibitors -6% and NTR1 agonist cell count 20 µM 83.
Screening CCOc1cccc(CN2CCN(CCCc3ccccc3)C(CCO)C2)c1O (stereo unspecified) returned Large T inhibition 5%, NTR1 agonist 0.7, GPR35 antagonists 4%, AID2073 -7%, GPR55 beta-arrestin 0.2%, GPR55 LPI antagonism -6%, MgcRacGAP inhibition 10%, NS5 inhibitors 3% and NTR1 agonist cell count 20 µM 57.
Screening CCOC(=O)Nc1ccc(=O)n(Cc2c(Cl)cccc2Cl)c1 returned Large T inhibition 22%, NTR1 agonist -0.8, GPR35 antagonists 6%, AID2073 38%, GPR55 beta-arrestin -0.1%, GPR55 LPI antagonism 18%, MgcRacGAP inhibition -2%, Yfh1-depleted yeast inactive, NS5 inhibitors 13%, NTR1 agonist cell count 20 µM 82 and NS5 inhibitors pilot replicate 0.3.
Screening O=C(C(c1ccccc1)c1ccccc1)N1CCN(Cc2ccccn2)CC1 returned Large T inhibition 8%, NTR1 agonist 0.1, GPR35 antagonists 3%, AID2073 8%, GPR55 beta-arrestin -0.5%, GPR55 LPI antagonism -9%, MgcRacGAP inhibition inconclusive, Yfh1-depleted yeast inactive, NS5 inhibitors 3% and NTR1 agonist cell count 20 µM 50.
For S=c1[nH]nc(Cc2n[nH]c(=S)n2-c2ccccc2)n1-c1ccccc1 the results were Large T inhibition 12%, NTR1 agonist 0.3, GPR35 antagonists 13%, AID2073 -20%, GPR55 beta-arrestin -0.1%, GPR55 LPI antagonism 12%, MgcRacGAP inhibition 6%, NS5 inhibitors -8% and NTR1 agonist cell count 20 µM 50.
Screening COc1cc(SC)ccc1C(=O)N(Cc1ccccc1)c1ccccn1 returned Large T inhibition 10%, NTR1 agonist 0.0, GPR35 antagonists 9%, AID2073 2%, GPR55 beta-arrestin -0.2%, GPR55 LPI antagonism 0%, Yfh1-depleted yeast inactive and NTR1 agonist cell count 20 µM 55.
`COCc1ccc(C(=O)Nc2ccc(C(=O)O)cc2)o1` gave NTR1 agonist -0.6, GPR35 antagonists -2%, AID2073 3%, GPR55 beta-arrestin -0.1%, GPR55 LPI antagonism 1%, MgcRacGAP inhibition 10%, Yfh1-depleted yeast inactive, NS5 inhibitors -2% and NTR1 agonist cell count 20 µM 51.

Compound activity deposited in PubChem BioAssay by several laboratories.
